Compound activity deposited in PubChem BioAssay by National Center for Advancing Translational Sciences (NCATS).
FH mod: Identification of activators of human fumarate hydratase by quantitative high-throughput screening. Fumarate hydratase, mitochondrial (Homo sapiens), P07954. FH coupled MDH/diaphorase resazurin fluorescence, 15 min. Potency, µM (titrated, usually from 79.9 µM), inactives show at the top dose activity change, negative = inhibition, usual class: inhibitors. 0.22% of 54,000 active; note: the screen sought activators but most active calls are inhibition curves; nearly all actives have a fitted effect of over 45% in size
Target sequence (P07954 whole entry, looked up): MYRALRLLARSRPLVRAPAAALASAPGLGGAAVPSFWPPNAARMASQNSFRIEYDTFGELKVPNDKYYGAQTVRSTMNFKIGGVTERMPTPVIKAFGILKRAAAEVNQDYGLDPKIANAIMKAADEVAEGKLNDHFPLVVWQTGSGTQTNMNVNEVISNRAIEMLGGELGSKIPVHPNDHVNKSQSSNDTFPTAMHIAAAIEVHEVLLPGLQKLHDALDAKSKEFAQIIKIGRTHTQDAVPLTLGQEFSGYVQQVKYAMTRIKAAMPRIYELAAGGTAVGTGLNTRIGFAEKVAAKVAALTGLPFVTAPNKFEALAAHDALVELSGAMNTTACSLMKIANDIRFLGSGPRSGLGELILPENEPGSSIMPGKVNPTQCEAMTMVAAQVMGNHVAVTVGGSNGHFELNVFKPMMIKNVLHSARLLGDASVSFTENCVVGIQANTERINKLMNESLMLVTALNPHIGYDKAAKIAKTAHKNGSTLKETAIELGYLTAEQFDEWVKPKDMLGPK
NTMT1 inhibitor: inhibitors of human N-terminal methyltransferase NTMT1; Potency, µM (highest dose often 114 µM), for inactives: at the top dose activity change, negative = inhibition, usual class: inhibitors; NTMT1 MTase-Glo SAH luminescence, purified enzyme; Q9BV86; 2.5% of 59,000 active; AID 1645870;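 note: plate controls were DMSO vehicle for no effect and no enzyme for full effect; nearly all actives have a fitted effect of over 65% in size; many of its hits are not listed in these tables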
Target sequence (Q9BV86 whole entry, looked up): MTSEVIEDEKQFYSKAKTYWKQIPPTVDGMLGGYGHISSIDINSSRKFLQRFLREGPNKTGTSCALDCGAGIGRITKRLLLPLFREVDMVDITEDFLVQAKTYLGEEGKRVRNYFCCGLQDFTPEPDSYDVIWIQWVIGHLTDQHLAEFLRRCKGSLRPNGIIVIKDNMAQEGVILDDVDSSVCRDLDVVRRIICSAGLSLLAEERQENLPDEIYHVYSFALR
Numbers without * were called inactive; ? = inconclusive; & = joins results of further samples; ! = not confirmed by another sample; [ ] = dose if it differs, or a comment. Calls come from the whole dose curve; as a rule, active = well fitted curve in the direction sought with a large enough effect; inconclusive = small, poorly fitted or top-dose-only effect, or another doubt; inactive = no such curve, though single readings can be large; an effect the other way counts as inactive or inconclusive. Unless noted, % is set by controls: 0 for no effect and ±100 for the full control effect; potency is the fitted concentration of half-maximal effect. The list is partial (hit frequency here may not be typical).

no. | canonical_smiles | NTMT1 inhibitor | FH mod
1 | CCCN(CCc1ccsc1)C1CCc2c(O)cccc2C1 (stereo unspecified) | -15%[57.5 µM] | 1%
2 | CC(C)(N)c1ccc(-c2nc3ccccc3nc2-c2ccccc2)cc1 | 6%&13%[57.5 µM] | 1%
3 | C[C@@H]1O[C@@H](O[C@H]2[C@@H]3C=CO[C@@H](O[C@@H]4O[C@H](CO)[C@@H](O)[C@H](O)[C@H]4O)[C@@H]3[C@@]3(CO)O[C@@H]23)[C@H](OC(=O)/C=C/c2ccc(O)c(O)c2)[C@H](O)[C@H]1O | -8%[12.6 µM] | -1%[20.6 µM]
4 | CCN(CC)C(=O)N1CCN(C)CC1 | ? | 2%[53.3 µM]
5 | C=C1C(=O)O[C@@H]2C[C@H](C)[C@@H]3CC(=O)C(C)=C3C[C@H]12 | 15%[57.5 µM] | 0%
6 | CN=C(NC#N)NCCSCc1nc[nH]c1C | 13%[57.5 µM] | -10%&5%[53.3 µM]
7 | OCC(Cc1ccccc1)Nc1nc(Oc2ccc3c(c2)CCC3)nc2c1ncn2Cc1ccc(-c2ccccc2)cc1 (stereo unspecified) | 2%[57.5 µM] | 2%
8 | Cc1cnc(NC(=O)C2=C(O)c3ccccc3S(=O)(=O)N2C)s1 | 14% | -3%&11%&0%[53.3 µM]
9 | CC(C)CN(C[C@@H](O)[C@H](Cc1ccccc1)NC(=O)O[C@H]1CO[C@H]2OCC[C@H]21)S(=O)(=O)c1ccc(N)cc1 | 3%[57.5 µM] | 1%[53.3 µM]
10 | C=C(C(=O)O)C1CC(O)C2(C)CCCC(C)(O)C2C1 (stereo unspecified) | -4%[57.5 µM] | -1%
11 | C[C@H]1[C@H](C)CC[C@]2(C(=O)OC3OC(CO)C(O)C(O)C3O)CC[C@]3(C(=O)O)C(=CCC4[C@@]5(C)CC[C@H](O[C@@H]6O[C@@H](C)[C@H](OC7OC(CO)C(O)C(O)C7O)[C@@H](O)[C@H]6O)C(C)(C)C5CC[C@]43C)[C@H]12 (stereo partly specified) | -17%[12.6 µM] | 7%[20.6 µM]
12 | CN(C)CCOC(=O)COc1ccc(Cl)cc1 | -8%[57.5 µM] | -2%&-5%[53.3 µM]
13 | NC(=O)C1CCCc2c1[nH]c1ccc(Cl)cc21 (stereo unspecified) | 1% | 1%[53.3 µM]
14 | CO/N=C1\CN(c2nc3c(cc2F)c(=O)c(C(=O)O)cn3C2CC2)CC1CN (stereo unspecified) | 39%[activator] | 5%[53.3 µM]
15 | CCOc1ccc(Cc2cc([C@@H]3O[C@H](CO)[C@@H](O)[C@H](O)[C@@H]3O)ccc2Cl)cc1 | ? | -8%[53.3 µM]
16 | CCCN(CCC)C(=O)C(CCC(=O)OCCCN1CCN(CCOC(=O)Cc2c(C)n(C(=O)c3ccc(Cl)cc3)c3ccc(OC)cc23)CC1)NC(=O)c1ccccc1 (stereo unspecified) | -21%[57.5 µM] | ?
17 | COc1ccc(C=Cc2cc(OC)c(OC)c(OC)c2)cc1NC(=O)[C@H](N)CO | 1%[57.5 µM] | 8%[53.3 µM]
18 | CC1OC(O[C@H]2CC[C@@]3(C)C(CC[C@]4(C)C3CC=C3C5CC(C)(C)CC[C@]5(C(=O)OC5OC(CO)C(OC6OCC(OC7OCC(O)C(O)C7O)C(O)C6O)C(O)C5O)CC[C@]34C)C2(C)C)C(O)C(O)C1OC1OC(CO)C(O)C(OC2OC(CO)C(O)C(O)C2O)C1O (stereo partly specified) | 12%[6.45 µM] | -10%[13.5 µM]
19 | COc1c(C)cnc(Cn2cnc3c(Cl)nc(N)nc32)c1C | -3% | -3%[53.3 µM]
20 | CCCCCCCCCCCCCCCCOCCCOP(=O)(O)COC(CO)Cn1ccc(N)nc1=O (stereo unspecified) | ? | -14%
21 | CN1CCN(S(=O)(=O)c2ccc(-c3cnc(N)c(C(=O)Nc4cccnc4)n3)cc2)CC1 | 15%[29.8 µM] | 11%[53.3 µM]
22 | OCc1ccccc1O[C@@H]1O[C@H](CO)[C@@H](O)[C@H](O)[C@H]1O | ? | -1%
23 | C/C=C1/CC2C(=O)Nc3cc(O)c(OC)cc3C(=O)N2C1 (stereo unspecified) | -10%[29.8 µM] | 0%[53.3 µM]
24 | Cc1[nH]c2ccccc2c1CCNC(=O)c1cccs1 | 0%[57.5 µM] | 0%
25 | COc1ccc(C2(O)CCC(N3CC[C@@H](NC(=O)CNC(=O)c4cccc(C(F)(F)F)c4)C3)CC2)cn1 (stereo partly specified) | -3%[57.5 µM] | -11%

Further compounds:
no. | canonical_smiles | NTMT1 inhibitor | FH mod
26 | CC(C)n1cnc2c(NCc3cccc(C(F)(F)F)c3)ncnc21 | -17% | -1%
27 | COc1cc2nc(Cl)nc(N)c2cc1OC | -10%[57.5 µM] | -6%[53.3 µM]
28 | Cc1cc(CCCOc2c(C)cc(-c3noc(C(F)(F)F)n3)cc2C)on1 | -22%[57.5 µM] | -7%[53.3 µM]
29 | C[C@]1(O)CC[C@@H]2C(C(=O)O)=CO[C@@H](O[C@@H]3O[C@H](COC(=O)c4ccc(O)cc4)[C@@H](O)[C@H](O)[C@H]3O)[C@@H]21 | 2%[29.8 µM] | 1%[53.3 µM]
30 | Cc1ccc(C(=O)Nc2ccc(CN3CCN(C)CC3)c(C(F)(F)F)c2)cc1C#Cc1cnc2cccnn12 | ? | -22%
31 | C[C@@H]1O[C@@H](O[C@H]2[C@H](OC(=O)[C@]34CCC(C)(C)C[C@H]3C3=CCC5[C@@]6(C)C[C@H](O)[C@H](O[C@@H]7O[C@H](CO)[C@@H](O[C@@H]8O[C@H](CO)[C@@H](O)[C@H](O)[C@H]8O)[C@H](O)[C@H]7O)[C@@](C)(CO)C6[C@H](O)C[C@@]5(C)[C@]3(C)C[C@H]4O)OC[C@H](O)[C@@H]2O)[C@H](O)[C@H](O)[C@H]1O[C@@H]1OC[C@@H](O)[C@H](O[C@@H]2OC[C@](O)(CO)[C@H]2O)[C@H]1O (stereo partly specified) | ? | 0%[13.5 µM]
32 | CC(C)=CCC/C(C)=C/CC/C(C)=C/CC[C@]1(C)CCc2cc(O)cc(C)c2O1 | 2%[29.8 µM] | -15%[53.3 µM]
33 | CC(=O)OCCN1C(=O)c2c(C)nc3ccc(S(=O)(=O)N4CCOCC4)cc3c2C1=O | 12% | -6%[53.3 µM]
34 | O=C(O)CSCC(=O)NC1CCSC1=O (stereo unspecified) | ? | -1%&3%[53.3 µM]
35 | CC(=O)OC1[C@H]2[C@@H](C[C@@H](C)[C@@H]3C=CC(=O)[C@@]13C)OC(=O)[C@@H]2C (stereo partly specified) | -11%[57.5 µM] | ?
36 | CC1OC(OC2C(C)OC(OC3C(O)C(CO)OC(O[C@H]4CC[C@@]5(C)C(CC[C@]6(C)C5CC=C5C7[C@@H](C)[C@H](C)CC[C@]7(C(=O)O)CC[C@]56C(=O)O)C4(C)C)C3O)C(O)C2O)C(O)C(O)C1O (stereo partly specified) | -7%[12.6 µM] | -10%[20.6 µM]
37 | NC(=O)C(O[C@@H]1O[C@H](CO[C@@H]2O[C@H](CO)[C@@H](O)[C@H](O)[C@H]2O)[C@@H](O)[C@H](O)[C@H]1O)c1ccccc1 (stereo partly specified) | -25%[29.8 µM] | -7%[53.3 µM]
38 | CC1(C)C(=O)N(CCN2CCC(C(=O)c3ccc(F)cc3)CC2)c2ccccc21 | 14%[57.5 µM] | 0%&-20%[53.3 µM]
39 | CCC(C)/C=C(C)/C=C/C1=CC2=C(Cl)C(=O)C(C)(O)C(=O)C2(O)C(OC)O1 (stereo unspecified) | 6%[29.8 µM] | -1%[53.3 µM]
40 | Cn1cc(-c2cnn3c(N)c(Br)c([C@@H]4CCCNC4)nc23)cn1 | 35µM*! | 0%
41 | C[C@@H]1O[C@@H](O[C@H]2[C@H](O)[C@@H](O[C@@H]3O[C@H](CO)[C@@H](O)[C@H](O[C@@H]4O[C@H](CO)[C@@H](O)[C@H](O)[C@H]4O)[C@H]3O)[C@H](O[C@H]3CC[C@@]4(C)C(=CC[C@@H]5C4CC[C@@]4(C)C5C[C@@H]5OC6(CC[C@@](C)(CO[C@@H]7O[C@H](CO)[C@@H](O)[C@H](O)[C@H]7O)O6)[C@@H](C)[C@@H]54)C3)O[C@@H]2CO)[C@H](O)[C@H](O)[C@H]1O (stereo partly specified) | 7%[6.45 µM] | 3%[13.5 µM]
42 | NCCNCCNCCNCCN | 87%[activator][12.6 µM] | 25%[13.5 µM]
43 | COc1ccc(-c2c(-c3ccc(O)cc3O)n[nH]c2C)cc1 | -23% | -5%
44 | CCCCNc1cc(C(=O)O)cc(S(N)(=O)=O)c1Oc1ccccc1 | 6% | -16%&0%&-2%[53.3 µM]
45 | C=C(C)[C@@H]1CC[C@]2(CO)CC[C@]3(C)[C@H](CC[C@@H]4[C@@]5(C)CC[C@H](O)C(C)(C)[C@@H]5CC[C@]43C)[C@@H]12 | 15%[29.8 µM] | 0%[53.3 µM]
46 | CC1(C)CCC(C)(C)c2cc([C@@H](O)C(=O)Nc3ccc(C(=O)O)cc3F)ccc21 | 1%[57.5 µM] | -1%
47 | COC(=O)CC[C@H](NC(=O)[C@H](CC(C)C)NC(=O)OCc1ccccc1)C(=O)N[C@@H](Cc1cnc[nH]1)C(=O)N[C@@H](CC(=O)OC)C(=O)CF | 15%[12.6 µM] | 6%[13.5 µM]
48 | CC(=O)Oc1ccccc1C(=O)O | -3% | -12%&8%&0%[53.3 µM]
49 | COc1c2c(c(C)c3c1C(=O)OC3)OC1(C)CC(O)C3(O)C(C)(C)OC(=O)CCC3(C)C1C2 (stereo unspecified) | 6%[29.8 µM] | 1%[53.3 µM]
50 | FC(F)(F)c1cc(-c2ncn(/C=C\c3nnco3)n2)cc(C(F)(F)F)c1 | 5%[57.5 µM] | 10%

An excerpt from above in order of number of heavy atoms, highest first.
no. | canonical_smiles | NTMT1 inhibitor | FH mod
39 | CCC(C)/C=C(C)/C=C/C1=CC2=C(Cl)C(=O)C(C)(O)C(=O)C2(O)C(OC)O1 (stereo unspecified) | 6%[29.8 µM] | -1%[53.3 µM]
50 | FC(F)(F)c1cc(-c2ncn(/C=C\c3nnco3)n2)cc(C(F)(F)F)c1 | 5%[57.5 µM] | 10%
42 | NCCNCCNCCNCCN | 87%[activator][12.6 µM] | 25%[13.5 µM]

Later entries
no. | canonical_smiles | NTMT1 inhibitor | FH mod
51 | CN(C)CCCN=c1c2ccccc2n(C)c2[nH]c(=O)n(C)c(=O)c12 | 0% | -15%[53.3 µM]
52 | Cc1nnc(C[C@@H]2C=C(c3ccc(Cl)cc3)c3ccccc3-n3c(C)nnc32)o1 | -3%[57.5 µM] | -6%
53 | C=C(CO[C@@H]1O[C@H](CO[C@@H]2OC[C@](O)(CO)[C@H]2O)[C@@H](O)[C@H](O)[C@H]1O)C1Cc2cc(C(C)=O)ccc2O1 (stereo partly specified) | 1%[29.8 µM] | -1%[53.3 µM]
54 | CCCCN1CCCC[C@H]1C(=O)Nc1c(C)cccc1C | 2%&-3%[57.5 µM] | -8%
55 | CC1(C)CC[C@]2(C(=O)O)[C@H](O)C[C@]3(C)C(=CCC4[C@@]5(C)CC[C@H](O[C@@H]6O[C@H](CO[C@@H]7OC[C@H](O)[C@H](O)[C@H]7O[C@@H]7OC[C@H](O)[C@H](O)[C@H]7O)[C@@H](O)[C@H](O)[C@H]6O)C(C)(C)C5CC[C@]43C)[C@@H]2C1 (stereo partly specified) | 9%[12.6 µM] | -1%[20.6 µM]
56 | CN(C)S(=O)(=O)c1ccc2c(c1)/C(=C/c1cc3c([nH]1)CCCC3)C(=O)N2 | -4% | -12%
57 | CCC(C)(CN(C)C)OC(=O)c1ccccc1 (stereo unspecified) | 21%[57.5 µM] | 6%[53.3 µM]
58 | COc1cc(CNC(=O)CCCC/C=C/C(C)C)ccc1O | 3% | 0%
59 | O=C(C=Cc1ccc(O)cc1)c1ccc(O)cc1O | -23%[57.5 µM] | -21%[53.3 µM]
60 | CC(=O)/C=C/[C@H]1[C@](C)(O)[C@@H](O)[C@H](O)C2C(C)(C)CCC[C@@]21C (stereo partly specified) | 16%[29.8 µM] | -3%[53.3 µM]
61 | NC(=O)c1nc(Nc2ccccc2)sc1NC(=O)C1CCCCC1 | -5%[57.5 µM] | 1%
62 | O=c1cc(-c2ccccc2)oc2cc(O)c(O)c(O)c12 | 28µM*! | ?
63 | CCOC(=O)CSc1nc2c(sc3ccccc32)c(=O)n1CCCN1CCCC1 | -3%[57.5 µM] | -1%
64 | Nc1nc(N)c2nc(-c3ccccc3)c(N)nc2n1 | ? | -6%&-9%[53.3 µM]
65 | C[C@H]1C[C@H]2[C@@H]3CCC4=CC(=O)C=C[C@]4(C)[C@@]3(Cl)[C@@H](O)C[C@]2(C)[C@@]1(O)C(=O)CO | -32%[57.5 µM] | -19%[53.3 µM]
66 | Nc1nc2c(c(N3CCNCC3)n1)CCC1=C2[C@@H]2CCCC[C@@H]2O1 | 2%[57.5 µM] | -8%

Structural class, those above with two or more sulfur atoms (3)
no. | canonical_smiles | NTMT1 inhibitor | FH mod
8 | Cc1cnc(NC(=O)C2=C(O)c3ccccc3S(=O)(=O)N2C)s1 | 14% | -3%&11%&0%[53.3 µM]
34 | O=C(O)CSCC(=O)NC1CCSC1=O (stereo unspecified) | ? | -1%&3%[53.3 µM]
63 | CCOC(=O)CSc1nc2c(sc3ccccc32)c(=O)n1CCCN1CCCC1 | -3%[57.5 µM] | -1%
